# Assay outcomes: PubChem BioAssay, The Scripps Research Institute Molecular Screening Center
# PAFAH2 FP inh: PAFAH2 (human) inhibition; Q99487; recombinant PAFAH2, FP-rhodamine activity probe, fluorescence polarization; inhibition, % at 3.39 µM; 340,000 compounds, 0.99% hits;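 active means inhibition above the mean over all tested compounds plus 3 SD, cut at about 30% in these data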;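 further: inhibitors block probe labeling of enzyme so polarization drops; 0% = enzyme with DMSO and 100% = wells lacking PAFAH2 protein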
# GSTO1 counter: counter-screen for RBBP9 inhibitors: inhibitors of human GSTO1 | P78417 | recombinant GSTO1, activity-based probe fluorescence polarization | inhibition, % at 5.96 µM | 300,000 compounds, 1.1% hits | AID 1974;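 active means inhibition above the campaign mean inhibition plus 3 SD, cut at about 35% in these data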;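 further: 0% = GSTO1-1 with DMSO and 100% = wells lacking GSTO1-1 enzyme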
# Target sequence (P78417 whole entry, looked up): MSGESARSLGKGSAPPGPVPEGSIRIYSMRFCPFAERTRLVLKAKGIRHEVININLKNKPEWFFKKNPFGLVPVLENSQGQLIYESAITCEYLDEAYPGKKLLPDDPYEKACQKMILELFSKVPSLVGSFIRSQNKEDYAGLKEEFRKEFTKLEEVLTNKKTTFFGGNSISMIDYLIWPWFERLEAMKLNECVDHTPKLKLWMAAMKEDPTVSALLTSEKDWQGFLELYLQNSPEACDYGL
# PAFAH1B2 FP inh: PAFAH1B2 (human) inhibition; P68402; recombinant PAFAH1B2, FP-rhodamine activity probe, fluorescence polarization; 340,000 compounds, 1.2% hits; inhibition, % at 3.39 µM;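 active means inhibition above the mean of all tested compounds plus 3 SD, cut at about 24% in these data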;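 further: 0% = enzyme with DMSO and 100% = wells lacking PAFAH1B2; many of its hits are not listed in these tables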
# Target sequence (P68402 whole entry, looked up): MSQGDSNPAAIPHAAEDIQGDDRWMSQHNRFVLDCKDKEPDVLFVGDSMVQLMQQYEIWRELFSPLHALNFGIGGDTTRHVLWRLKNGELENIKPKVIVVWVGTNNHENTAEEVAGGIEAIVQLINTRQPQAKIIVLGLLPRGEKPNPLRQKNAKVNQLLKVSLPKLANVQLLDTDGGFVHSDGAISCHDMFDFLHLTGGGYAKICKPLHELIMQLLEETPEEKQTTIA
# Fam108B inh: Fam108B inhibition, counter-screen for RBBP9 inhibitors. recombinant Fam108B, FP-Rh probe fluorescence polarization. AID 1947. inhibition, % at 9.51 µM. 300,000 compounds, 0.33% hits;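 active means inhibition above the screen mean inhibition plus 3 SD, computed separately per campaign, cut at about 18% in these data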;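 further: inhibitors lower polarization as less probe binds the enzyme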
# PAFAH1B3 inh: blocks human PAF acetylhydrolase 1B catalytic subunit 3. 340,000 compounds, 0.28% hits. Q15102. recombinant PAFAH1B3, FP-rhodamine probe, fluorescence polarization. inhibition, % at 3.39 µM;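 active means inhibition above the screen-wide average of all tested compounds plus 3 SD, cut at about 25% in these data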;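 further: 0% = enzyme with DMSO only and 100% = wells lacking PAFAH1B3 protein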
# PME-1 primary: PME-1 (human) inhibition; Q9Y570; recombinant PME-1, FP-Rh probe fluorescence polarization; inhibition, % at 5.9 µM; 320,000 compounds, 0.53% hits; AID 2130;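 active means inhibition above the campaign mean of all compounds plus 3 SD, cut at about 26% in these data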;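 further: competitive labeling of PME-1 active site by serine hydrolase directed probe; 0% = PME-1 with DMSO and 100% = wells lacking PME-1 enzyme; inhibitors block probe labeling so polarization falls and inhibition rises; many of its hits are not listed in these tables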
# Target sequence (Q9Y570 whole entry, looked up): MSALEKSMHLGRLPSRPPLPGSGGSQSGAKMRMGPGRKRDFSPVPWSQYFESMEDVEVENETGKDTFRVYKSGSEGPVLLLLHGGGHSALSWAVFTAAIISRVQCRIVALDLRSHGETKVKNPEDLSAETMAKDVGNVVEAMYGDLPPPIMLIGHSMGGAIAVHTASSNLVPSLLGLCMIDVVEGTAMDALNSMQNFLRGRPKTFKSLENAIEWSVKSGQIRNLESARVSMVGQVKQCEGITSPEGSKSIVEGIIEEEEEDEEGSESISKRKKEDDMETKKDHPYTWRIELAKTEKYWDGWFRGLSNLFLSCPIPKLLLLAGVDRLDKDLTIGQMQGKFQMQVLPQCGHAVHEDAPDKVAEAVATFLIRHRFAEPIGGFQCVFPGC
# LYPLA1 counter: counter-screen for PME1 inhibitors: inhibitors of human LYPLA1 | O75608 | recombinant LYPLA1, FP-Rh probe fluorescence polarization | inhibition, % at 5.9 µM | 320,000 compounds, 0.16% hits | AID 2174;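 active means inhibition above the mean of all tested compounds plus 3 SD, set per campaign, cut at about 14% in these data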;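 further: inhibitors block serine hydrolase probe labeling of LYPLA1 so polarization falls; 0% = enzyme with DMSO and 100% = wells lacking LYPLA1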
# Target sequence (O75608 whole entry, looked up): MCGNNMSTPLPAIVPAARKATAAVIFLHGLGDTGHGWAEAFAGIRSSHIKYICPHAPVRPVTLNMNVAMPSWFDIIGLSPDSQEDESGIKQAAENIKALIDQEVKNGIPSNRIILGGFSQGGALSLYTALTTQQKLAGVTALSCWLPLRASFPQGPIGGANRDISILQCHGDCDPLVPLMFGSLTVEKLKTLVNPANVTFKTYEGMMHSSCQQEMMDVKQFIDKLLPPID
# PAD4 FP inh: inhibitors of human PAD4; Q9UM07; recombinant PAD4, RCA probe fluorescence polarization; inhibition, % at 6.36 µM; 330,000 compounds, 0.41% hits;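 active means percent inhibition above a cutoff equal to the mean of all tested compounds plus 3 SD, cut at about 15% in these data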;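 further: 0% = PAD4 with RCA probe and DMSO and 100% = probe without PAD4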
# pPAFAH inh: pPAFAH (human) enzyme inhibition; inhibition, % at 3.39 µM; 330,000 compounds, 1.5% hits; recombinant pPAFAH, FP-rhodamine probe fluorescence polarization;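 active means inhibition above the mean inhibition across the screen plus 3 SD, cut at about 25% in these data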;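 further: inhibitors block binding of the rhodamine activity-based probe so polarization drops; 0% = enzyme with DMSO and 100% = wells lacking pPAFAH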
# * hit, by the source's call; · = no result given. These rows are one share of the data, so the mix of outcomes need not match the whole.
SMILES,PAFAH2 FP inh,GSTO1 counter,PAFAH1B2 FP inh,Fam108B inh,PAFAH1B3 inh,PME-1 primary,LYPLA1 counter,PAD4 FP inh,pPAFAH inh
Cc1noc(NS(=O)(=O)c2ccc(NC(=O)CSc3nc4c(cc3C#N)CCC4)cc2)c1C,9,-7,7,0,-3,-6,-3,-4,-4
O=C1Nc2ccccc2N=C(c2ccccc2)C1N1CCOCC1 (centres undefined),-1,10,6,-2,4,-7,0,-4,-3
O=C(NCc1ccccc1)c1ccccc1OCC(=O)N1CCCCC1,2,6,3,0,5,-1,0,3,-3
CCC(C(=O)OC)n1cnc2c(nnn2-c2ccc(OC)cc2)c1=O (centres undefined),2,-2,2,4,3,-4,2,1,1
COc1nc(Nc2ccc(C(C)C)cc2)nc(OC)n1,8,-2,5,-5,-1,-13,-2,2,3
N#Cc1ccc(Oc2ccc(NC(=O)C3CC=CCC3C(=O)O)cc2)cc1 (centres undefined),11,3,10,1,-2,3,3,4,3
Cc1ccc(OCC(=O)Nc2ccccc2C(N)=O)cc1,5,5,3,0,7,-95,4,-3,0
C[n+]1ccc(C(=O)Nc2ccccc2Cl)cc1,5,5,1,-2,-1,2,-2,6,1
C=CCN(CC=C)CC(=O)Nc1cccc(Oc2cnccn2)c1,14,-2,0,-3,3,2,2,-5,4
OC(CC#CCN1CCOCC1)(c1ccccc1)c1ccccc1,3,1,-3,-1,3,0,-4,-2,0
CSc1ccccc1OCc1cc(C(=O)NCC(C)(C)N2CCOCC2)no1,0,0,-4,4,-1,1,3,1,4
Cc1c(C#N)sc(C(N)=O)c1C,-6,-1,6,2,9,-2,0,-8,-2
O=c1c2cc(F)ccc2sn1-c1ccccc1,-4,·,2,·,-3,-2,2,41*,10
O=C(NCCN1CCCc2ccccc21)C1CCC(=O)N(CCc2ccccc2)C1 (centres undefined),5,0,7,1,-2,6,2,-2,5
O=C1CCC(C(=O)N2CCCCO2)CN1Cc1ccc(Cl)cc1 (centres undefined),-3,1,2,6,-1,6,-4,4,-1
O=C(NCC(O)c1ccccc1)c1ccccc1 (centres undefined),5,-2,13,4,7,3,-3,6,-4
CCCCNC(=O)Oc1ccc(C(=O)N2c3ccccc3NC(=O)C2C)cc1 (centres undefined),-11,4,34*,4,4,8,0,2,-2
COc1ccc(CN(C2CCCC2)S(=O)(=O)c2ccc(-n3cnnn3)cc2)cc1OC,8,1,5,-7,-6,5,-4,-2,5
COc1ccc([C@@H]2[C@@H](C(=O)C(C)(C)C)N3N=Cc4ccccc4[C@@H]3C23C(=O)OC(C)(C)OC3=O)cc1OC,2,-3,0,9,7,-4,4,3,9
CC(CCc1ccccc1)N1CCN(C)CC1 (centres undefined),-6,9,1,4,4,6,0,-2,2

# Sorted by SMILES length (low to high): part of the list above
SMILES,PAFAH2 FP inh,GSTO1 counter,PAFAH1B2 FP inh,Fam108B inh,PAFAH1B3 inh,PME-1 primary,LYPLA1 counter,PAD4 FP inh,pPAFAH inh
C[n+]1ccc(C(=O)Nc2ccccc2Cl)cc1,5,5,1,-2,-1,2,-2,6,1
O=C1Nc2ccccc2N=C(c2ccccc2)C1N1CCOCC1 (centres undefined),-1,10,6,-2,4,-7,0,-4,-3
O=C1CCC(C(=O)N2CCCCO2)CN1Cc1ccc(Cl)cc1 (centres undefined),-3,1,2,6,-1,6,-4,4,-1

# Further compounds follow:
SMILES,PAFAH2 FP inh,GSTO1 counter,PAFAH1B2 FP inh,Fam108B inh,PAFAH1B3 inh,PME-1 primary,LYPLA1 counter,PAD4 FP inh,pPAFAH inh
Cc1ccc2oc(-c3cccc(NC(=O)Cc4cccs4)c3)nc2c1,-7,3,-1,-4,2,-2,0,2,3
COC(=O)c1ccc(NS(=O)(=O)c2ccc(OC)cc2)cc1,3,4,2,6,0,-1,0,2,3
COC(=O)c1ccc(NC(=O)C(=O)N2CCCC2)cc1,3,-2,5,-3,-2,-3,0,2,-2
CCOC(=S)SCc1cn2ccc(C)cc2n1,-3,5,-2,11,-1,0,6,3,0
C=CCNC(=O)C(=O)NCCCN1CCOCC1,7,6,3,0,6,0,-3,5,2
COc1cc(NS(=O)(=O)c2ccc(Nc3nc(-c4ccccn4)cs3)cc2)nc(OC)n1,22,16,13,4,10,-6,-1,-5,11
CC(C)[C@@H]1NC(=O)c2cc([N+](=O)[O-])cc(I)c2NCCC[C@@H](C(=O)NC(CC(=O)O)C(N)=O)NC(=O)[C@H](CO)NC1=O (some centres undefined),-2,7,5,2,11,-1,-2,-2,-1
COc1ccc(NC(=O)C2(c3ccc(NC(=O)c4ccc(C)cc4)cc3)CCCC2)cc1,-6,-4,-2,-13,3,-5,-5,-4,0
C/C(=N\NC(=O)c1c(Cl)c(C)nn1C)c1ccc(NC(=O)c2ccncc2)cc1,-2,-2,0,2,0,-2,-6,2,1
CCOC(=O)c1cc(C)n(CCc2ccccc2)c1C,-7,6,1,6,-6,4,1,6,4
CCOC(=O)/C(C)=N/Nc1nc(-c2ccc(NC(C)=O)cc2)cs1,·,6,·,1,·,5,-3,-2,11
O=C(O)/C=C/C(=O)Nc1ccccc1-c1ccccc1,3,1,3,0,-4,-4,1,-4,-3
COc1cccc(Nc2nc(N)c([N+](=O)[O-])c(N3CCOCC3)n2)c1,0,0,5,3,4,-3,-3,-1,0
COCCN(C(=O)CC1CCCCC1)c1c(N)n(CC(C)C)c(=O)[nH]c1=O,11,·,-4,·,-1,9,1,-4,1
Cc1ccc(NC(=O)N2CCC(=O)N2)cc1,-6,4,0,2,7,-1,2,-11,-2
Cc1nn(-c2ccccc2)c(CC(C)(C)C(=O)O)c1C(=O)O,-2,4,-1,4,-5,-3,-1,-7,0
COc1cc(CCNC(=O)c2cnn3ccccc23)cc(OC)c1OC,7,0,7,4,6,2,-2,-2,5
CC(C)CCNC(=O)C(=O)NCC1OCCCN1S(=O)(=O)c1cccs1 (centres undefined),6,1,2,0,2,-7,4,-3,3
COC(=O)C(C)(C)ONC(=O)Nc1ccc(Br)cc1,-1,-4,1,-2,7,5,-2,0,-4
CCN(CC)c1ccc(C2N(C(=O)N3CCOCC3)CCN2S(=O)(=O)c2ccc(C)cc2)cc1 (centres undefined),2,0,2,0,8,5,0,-4,9
Cc1ccc(-c2csc(/C(C#N)=C/Nc3ccccc3SC(F)(F)F)n2)cc1,-1,0,-1,-4,4,-1,-2,4,1
CC(C)C[C@H]1CN=C(Nc2ccccc2)N1CC1CCCCCC1,-6,6,-13,-1,1,-8,1,4,-5
O=C(CCc1ccccc1)NC(=S)Nc1ccc(S(=O)(=O)N2CCOCC2)cc1,-6,1,5,2,-5,8,-1,-6,6
COc1cc2c(cc1NC(=O)C(C)NCc1ccccc1)oc1ccccc12 (centres undefined),-7,1,0,-8,6,-10,-9,12,26*
Cc1ccc(Nc2nc(N)nc(CN3CCCCCC3)n2)cc1,7,11,2,-6,7,-3,2,-1,6
COc1ccc(CNC(=O)C(C)OC(=O)CN2C(=O)COc3ccccc32)cc1 (centres undefined),14,-1,1,1,8,1,-1,3,0
Cc1ccc(SCCC(=O)OCC(=O)Nc2ccc(C(N)=O)cc2)cc1,13,·,26*,·,1,0,-3,-4,8
COc1ccc(Br)cc1C1CC(=O)C(C)C(c2cc(Br)ccc2OC)N1 (centres undefined),0,-5,2,-4,-2,-1,-7,-4,11
CCn1nc(C)c(/C=N/NC(=O)Cc2ccc(Cl)cc2)c1C,-1,4,7,-2,5,-6,-2,1,1
O=c1c(C=NCCCO)c(-c2ccccc2)[nH]n1-c1nc2ccccc2s1,-2,-16,-2,-6,2,-6,-4,-12,9
O=C1N=C(N2CCCCC2)SC1=C1CCCCC1,-1,3,2,1,6,-4,0,-6,4
O=C(N/N=C/C=C\c1ccccc1[N+](=O)[O-])c1cccs1,26,4,6,3,-5,4,5,2,4
CC(=O)c1ccc(N2CCN(C(=O)c3nn(C)c4c3CS(=O)(=O)c3ccccc3-4)CC2)cc1,0,7,4,-1,7,-7,-1,0,1
Nc1c(C(=O)NCc2cccnc2)sc(=S)n1-c1ccccc1,8,-1,1,-4,8,0,6,3,6
O=C1c2ccsc2SCCN1Cc1cccc(F)c1,-5,5,5,-5,-1,2,-2,-2,0
CCOc1ccc(/C=C/C(=O)NC2CCCCC2)cc1,-3,7,7,5,6,1,4,4,1
O=C(NCCCCc1ccccc1)NC[C@@H]1CC[C@@H](Cc2ccc(-c3ccccc3)cc2)O1,0,·,5,·,5,·,·,-3,9
CCOC(=O)c1ccc(N2CCN(c3cc(C)ccc3C)CC2)c(N)c1,-10,3,3,6,10,1,0,0,4
C=CCNC1=C(Cl)C(=O)N(c2cccc(Cl)c2Cl)C1=O,-1,7,1,-2,6,0,-2,-4,9
CSCCC1NC(=O)N(CC(=O)Nc2c(Cl)cc(Cl)cc2Cl)C1=O (centres undefined),10,-5,-2,1,0,-2,-1,1,0
COc1ccccc1NC(=O)c1cc(S(=O)(=O)NCc2ccccc2)ccc1F,5,13,7,2,-2,-1,-4,2,8
CCCN(C(=O)c1ccccc1Cc1ccccc1)C1CCS(=O)(=O)C1 (centres undefined),7,10,0,2,4,-3,-4,2,-2
CCCC1CCC(C(=O)Nn2cnc3ccccc3c2=O)CC1 (centres undefined),-6,4,2,-2,17,-2,-3,-1,-6
CCN(CC)S(=O)(=O)c1ccc(O)c(NC(=O)c2cc(-c3cc(OC)c(OC)c(OC)c3)nc3ccccc23)c1,-11,-20,-4,-12,-11,-22,-12,-5,8
FC(F)(F)c1ccc(-c2n[nH]c(=S)o2)nc1,-5,0,6,-8,6,-3,-3,-6,-2
COCCCNC(=S)N(CCCO)Cc1cc2cc3c(cc2[nH]c1=O)OCCO3,-1,5,0,2,10,4,0,2,-3
O=C(Nc1nnc(SCc2ccccc2)s1)c1cccc([N+](=O)[O-])c1,17,-67,15,3,6,-7,-2,-8,13
CCOC(=O)C1=C(COC(=O)CCOc2cccc(C)c2)NC(=O)NC1C (centres undefined),2,8,1,0,4,3,-2,-5,13
O=C(NC1CC1)c1sccc1-n1cccc1,-4,3,8,-1,3,4,3,7,1
CC(C)NC(=O)CSc1nc(-c2cccs2)cc(-c2ccccc2)c1C#N,6,0,6,-1,-2,1,1,-1,7
FC(F)(F)c1ccc(Sc2nnc(-c3cccs3)n2CC2CCCO2)nc1 (centres undefined),-3,-1,4,3,2,1,1,3,2
CCOc1ccc2[nH]c(=O)c(CN(Cc3ccco3)Cc3nnnn3Cc3ccccc3)cc2c1,6,5,-2,1,3,-1,0,-1,4
Cc1ccccc1NC(=O)NC1(C(=O)N2CCC(O)CC2)CCCCC1,8,-1,5,0,-1,4,-1,-6,-1
CN1CCC(=NNc2ncnc3sc4c(c23)CCCC4)CC1,13,4,0,-1,8,4,-2,3,5
Cc1ccc(S(=O)(=O)c2c(C)cc(C)nc2Cl)cc1,-2,8,1,1,2,4,2,-4,2
O=C(N/N=C/c1cccc2ccccc12)c1n[nH]c2c1CCCC2,-2,-9,4,-6,2,-6,0,-5,-4
Oc1ccc(Cn2ccnc2)c2cccnc12,4,10,4,5,12,3,3,3,4
Cc1nn(-c2ccccc2)c(C)c1NC(=O)c1ccc(S(=O)(=O)N2CCCC2)cc1,2,2,-3,-1,8,5,1,0,1
Cc1noc(C)c1C(=O)N1CCCC(C(=O)c2cccc(C(F)(F)F)c2)C1 (centres undefined),7,10,-2,-4,1,-4,-5,-3,-7
COc1ccccc1N(C(C)=O)C1SC(=O)N(c2ccccc2)C1=O (centres undefined),12,10,1,-4,5,0,-4,-3,8
